Screens deposited in PubChem BioAssay by Icahn School of Medicine at Mount Sinai.
RBX1-CUL1 inh: inhibitors of human ROC1-CUL1 ubiquitin ligase activity. P62877+Q13616. 140,000 compounds, 0.6% hits. in vitro K48 di-Ub FRET, acceptor:donor ratio, 45 min. inhibition, % at 10 µM; in the data active = inhibition above about 25%
Target sequence (P62877 whole entry, looked up): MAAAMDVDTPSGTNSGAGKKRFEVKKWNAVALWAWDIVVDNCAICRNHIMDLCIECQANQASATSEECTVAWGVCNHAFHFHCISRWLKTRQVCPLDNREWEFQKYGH
Target sequence (Q13616 whole entry, looked up): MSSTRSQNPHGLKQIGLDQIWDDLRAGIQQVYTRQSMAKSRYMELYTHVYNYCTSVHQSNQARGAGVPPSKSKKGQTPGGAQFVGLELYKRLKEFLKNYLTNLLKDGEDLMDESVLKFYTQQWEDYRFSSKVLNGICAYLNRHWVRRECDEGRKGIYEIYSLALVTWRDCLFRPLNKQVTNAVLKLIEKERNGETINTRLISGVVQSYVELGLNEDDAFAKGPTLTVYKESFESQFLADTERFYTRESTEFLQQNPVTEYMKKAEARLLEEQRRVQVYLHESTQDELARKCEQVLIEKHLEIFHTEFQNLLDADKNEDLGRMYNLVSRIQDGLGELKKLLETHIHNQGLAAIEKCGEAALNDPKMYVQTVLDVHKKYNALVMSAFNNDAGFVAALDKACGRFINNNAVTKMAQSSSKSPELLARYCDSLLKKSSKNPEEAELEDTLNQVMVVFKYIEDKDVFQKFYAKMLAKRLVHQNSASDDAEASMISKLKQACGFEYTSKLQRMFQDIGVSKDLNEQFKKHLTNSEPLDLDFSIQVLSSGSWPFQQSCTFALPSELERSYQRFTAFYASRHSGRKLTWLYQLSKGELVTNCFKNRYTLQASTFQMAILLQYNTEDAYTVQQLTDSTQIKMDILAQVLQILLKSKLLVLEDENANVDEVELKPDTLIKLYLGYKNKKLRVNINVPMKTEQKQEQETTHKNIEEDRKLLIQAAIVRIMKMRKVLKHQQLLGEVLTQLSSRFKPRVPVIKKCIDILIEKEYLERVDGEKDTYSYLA
Starred values were filed as active, the others as inactive.

#	compound	RBX1-CUL1 inh
1	CN(C)C1CCN(C(=O)c2cn(Cc3c(F)cccc3F)nn2)C1 (stereo unspecified)	1
2	COc1cc(-c2nc3sc(C)c(C)c3c(=O)o2)cc(OC)c1OC	2
3	O=[N+]([O-])c1ccc(Nc2ccc(Br)c(Cl)c2)c([N+](=O)[O-])c1	3
4	O=C(N/N=C/c1cccc2c1OCCO2)c1cccnc1	1
5	COc1ccc(C(=O)N2CCC(C)CC2)cc1C	12
6	Cc1cccc(C)c1C(O)c1c(C)cccc1C	3
7	CCOc1cccc(C(=O)N2CCN(c3ccccc3C)CC2)c1	1
8	Cc1ccc(C(=O)Nc2ccccc2C)cc1C	-6
9	CCCCSc1nc2sc3c(c2c(=O)n1-c1ccccc1)CC(C)CC3 (stereo unspecified)	6
10	C1=CC2(CCCCC2)Oc2cc3ccccc3cc21	1
11	CC1(C)Cc2nc(C(C)(C)C)ncc2C(NC(=O)CN2CCCCC2=O)C1 (stereo unspecified)	3
12	COc1ccc(/C=N/Nc2nc(Nc3ccc(Cl)cc3)nc(N3CCOCC3)n2)cc1OC	-6
13	COc1cc2c(c(OC)c1OC)C(c1ccc(Cl)cc1)CC(=O)N2 (stereo unspecified)	-2
14	COC(=O)C1=c2s/c(=C\c3ccc(O)c(OC)c3)c(=O)n2C(=N)C(C(=O)OC)C1c1ccc(O)c(OC)c1 (stereo unspecified)	-2
15	CCOC(=O)C1C(c2ccccc2)=NC(=O)NC1c1ccc(OC)c2ccccc12 (stereo unspecified)	-3
16	O=C(COc1ccccc1F)Nc1nc(-c2ccc(S(=O)(=O)N3CCCCCC3)cc2)cs1	-5
17	N#CCCN(CCC#N)c1nnc(-c2ccccc2)s1	-1
18	CCOc1ccc2c(c1)-c1c(ssc1=S)C(C)(C)N2C	-5
19	COc1cccc(C2C3=C(CC(C)(C)CC3=O)OC3=C2C(=O)CC(C)(C)C3)c1OCc1ccc(Cl)cc1Cl	1
20	CC(=O)Nc1ccc2nc(SCC(=O)Nc3ccc(Br)cc3Cl)sc2c1	-9
21	C/C(=N\NC(=O)c1ccc(Br)o1)c1cccc(NS(=O)(=O)c2ccccc2)c1	3
22	COC(C(=O)NCc1nc(-c2cccc(NC(=O)CCc3cccnc3)c2)oc1C)c1ccccc1 (stereo unspecified)	1
23	CCN(CC)C(=O)C1CCN(C(=O)CC2(c3ccc(-c4ccccc4)cc3)CC(=O)N(C)C2=O)CC1 (stereo unspecified)	-3
24	O=C(Cn1ncc2c3ccccc3n(Cc3ccccc3)c2c1=O)NCc1ccccc1	-4
25	Cc1ccc2nc(-c3ccc(C)o3)c(Nc3ccc4c(c3)OCCO4)n2c1	4
26	N#Cc1c[nH]n2c(NC3CCCCC3)c(-c3cccc(Cl)c3)nc12	3
27	O=C(N/N=C/c1cc(Cl)cc(Cl)c1O)c1cc(O)cc(O)c1	5
28	O=S(=O)(Nc1nccs1)c1ccc(I)cc1	4
29	COc1ccc(C(=O)NC(C)c2cc3c(cc2Cl)OCCCO3)cc1 (stereo unspecified)	10
30	COc1ccccc1C1C(C(C)=O)=C(C)N=c2s/c(=C/c3cc(OC)c(OC)c(OC)c3)c(=O)n21 (stereo unspecified)	-6
31	CCc1n[nH]c2c1CN(C(=O)COCc1nc3ccccc3[nH]1)CC2	1
32	C=CCOc1cc(Br)c(C(=O)O)cc1OCC	2
33	CCOC(=O)C1(CCc2ccccc2)CCCN(C(=O)c2ocnc2C)C1 (stereo unspecified)	-6
34	COc1ccc(Cn2cc(S(=O)(=O)c3ccc(Cl)cc3)c(=O)c3cc4c(cc32)OCO4)cc1	7
35	Cc1ccc(NC(=O)Cn2nc(C(F)(F)F)c3c2CCCC3)cc1C	1
36	CC(C)(C)c1csc(SCC(=O)Nc2ccccn2)n1	1
37	COc1cccc(-c2ccc3c(N)c(C(=O)Nc4cc(C(F)(F)F)ccc4Cl)sc3n2)c1	-2
38	CC1=CC(=O)N=C(SCC(=O)Nc2cccc(C(F)(F)F)c2)C1C#N (stereo unspecified)	-9
39	CC(=O)C1=NN(c2ccccc2)C(c2cccs2)N1c1ccc(N2CCOCC2)c(Cl)c1 (stereo unspecified)	-8
40	C=CCO[C@H]1[C@H](NC(=O)C2CC2)c2ccccc2C12CCN(C(=O)c1cc(-c3ccccc3)on1)CC2	5
41	CCc1ccc(C2CC(=O)N=C3C2C(=O)N(C)c2ncnn23)cc1 (stereo unspecified)	4
42	Clc1ccc2c(c1)Sc1ccccc1N2	-3
43	CC(C)CC(=O)Nc1nnc(S(=O)(=O)N(C)c2ccc(Cl)cc2)s1	3
44	CC1CCCCN1CC(O)COC1CC2CCC1(C)C2(C)C (stereo unspecified)	4
45	O=C(CCn1cc(Br)cn1)N1CCN(C2C3CC4CC(C3)CC2C4)CC1 (stereo unspecified)	-1
46	CC(c1ccccc1)n1c(=O)c2cc3c(=O)n(C(C)c4ccccc4)c(=O)c3cc2c1=O (stereo unspecified)	-5
47	Cc1ccc(OCC(=O)Nc2c(C)cccc2C)c(C)c1	5
48	Cc1nc(/C(C#N)=N/Nc2cccc(F)c2)sc1N=Nc1c(C)n(C)n(-c2ccccc2)c1=O	5
49	COc1ccc2oc(=O)cc(CN3CCN(C(=O)c4ccccc4)CC3)c2c1	3
50	O=C(CCc1ccccc1)NC(c1ccccc1)c1ccc2c3c(cccc13)CC2 (stereo unspecified)	-6
51	Cc1cccnc1CN(C)c1ccc(C(=O)NCCC2CCCCN2C)cn1 (stereo unspecified)	4
52	Cc1c(C(=O)Nc2cc(F)ccc2F)sc2nc(-c3ccc(F)cc3)cn12	-9
53	COC(=O)c1sccc1S(=O)(=O)N(CC(=O)Nc1cc(F)ccc1F)c1ccc(C)c(C)c1	5
54	COc1ccc(CN2C(=O)O[C@@H]3CN(Cc4cccc(F)c4)C[C@@H]32)cc1OC	1
55	COc1cccc(NC(=O)c2c(C(=O)Nc3ccccc3)sc3nc(C)cc(=O)n23)c1	-9
56	COc1ccc(CNS(=O)(=O)c2ccccc2C)cc1	9

(further entries)
#	compound	RBX1-CUL1 inh
57	N#Cc1ccc(NC(=O)c2cc(-c3cccc(Cl)c3)on2)cc1	-5
58	COc1ccc(OC)c(/C=C/C(=O)c2cc(OC)c(C)cc2OC)c1	-4
59	C=CC[C@H]1CC(C)=C[C@H](CC=C)N1C(=O)CC1(c2cccc(OC)c2)CC(=O)N(CCOC)C1=O (stereo partly specified)	-2
60	CCn1c(=O)cc(OCC(=O)Nc2cc(OC)c(OC)c(OC)c2)c2ccccc21	4
61	COCCCNc1ncnc2sc(C(=O)NC(C)(C)C)c(C)c12	-1
62	C#Cc1cccc(C(=O)N2CCC3(CC2)c2ccccc2[C@@H](NC(=O)C(C)C)[C@@H]3OCCOC)c1	8
63	CN1CCN(CC(O)c2ccc(N)cc2)CC1 (stereo unspecified)	24
64	Cc1c(C(=O)NCC2CCCCC2)sc2ncnc(NCCc3ccccn3)c12	-5
65	NC1=NC2=C(CCCC2)C(c2ccc(Br)cc2)S1 (stereo unspecified)	-6
66	O=C1c2cccc3c2N(CC3)C(=O)C1(Cl)c1ccccc1 (stereo unspecified)	6
67	CCCC(=O)N(c1ccc2oc(C)c(C(=O)OC)c2c1)S(=O)(=O)c1ccc(F)cc1	-2
68	CC(O)CNCc1ccc(-c2cccc(C(F)(F)F)c2)o1 (stereo unspecified)	-4
69	CC(C)/C=C/CN1CCC(N2CCC(C(=O)NC3CC3)CC2)CC1	1
70	Cc1csc(C(C)N(C)C(=O)c2cnn(-c3ncc(C)c(-c4ccc(F)cc4)n3)c2C(C)C)n1 (stereo unspecified)	1
71	COC(=O)COc1ccc2c(=O)c(Oc3ccccc3)c(C)oc2c1	-6
72	COc1cc(-c2ccc(C)s2)cc2c1OCCN(Cc1cc(F)ccc1F)C2	11
73	CCCCOc1ccc(CNC(=O)c2cnc3sc(N4CCCCCC4)nn3c2=O)cc1	1
74	CC(=O)Nc1ccc(S(=O)(=O)NNC(=O)CCC(=O)NCc2ccccc2)cc1	1
75	Cc1cc(C)cc(NC(=O)Cn2c(C(F)(F)F)nc3ccccc32)c1	-6
76	Cc1ccc2onc(CC(=O)Nc3cc(F)cc(F)c3)c2c1	-11
77	CCNC(=O)c1cn(C(C)CC)cc(C(=O)N2CCN(c3cccc(C(F)(F)F)c3)CC2)c1=O (stereo unspecified)	3
78	c1ccc(C(Sc2nnc3sc4ccccc4n23)c2ccccc2)cc1	4
79	COC(=O)C1(C#N)C(c2ccccc2)CC(O)(c2ccccc2)C(C(=O)c2ccccc2)C1c1ccccc1 (stereo unspecified)	-2
80	COc1cc(C(=O)Nc2cc(C(=O)NCCc3ccccc3)ccc2Cl)cc(OC)c1OC	0
81	NS(=O)(=O)c1ccc(CNC(=O)CCSCCC(=O)NCc2ccc(S(N)(=O)=O)cc2)cc1	-5
82	Cc1ccc(NC(=O)C23CCC(C(Br)Br)(C2Br)C3(C)C)cc1 (stereo unspecified)	-9
83	O=[N+]([O-])c1ccccc1N/N=C/c1ccccc1Cl	6
84	COc1cccc(CNC(=O)c2oc3ccc4c(c3c2C)C(=O)CC(C)(C)O4)c1OC	-1
85	CCOC(=O)c1c(-c2ccccc2)csc1NC(=O)c1cccc(N2C(=O)CCC2=O)c1	3
86	Cc1cc(F)ccc1NCc1ccccc1[N+](=O)[O-]	-6
87	Cc1cc(Cl)ccc1OCC(=O)N1CCCC1	8
88	CCOc1ccc2nc(SC3CC(=O)N(c4ccc(OC)cc4)C3=O)nc(C)c2c1 (stereo unspecified)	4

Single values from the list:
Under RBX1-CUL1 inh, Cc1ccc(NC(=O)C23CCC(C(Br)Br)(C2Br)C3(C)C)cc1 (stereo unspecified) is listed with -9
Under RBX1-CUL1 inh, Cc1cc(F)ccc1NCc1ccccc1[N+](=O)[O-] is listed with -6

An excerpt from above in order of the RBX1-CUL1 inh value, highest first.
No. | SMILES | RBX1-CUL1 inh
87 | Cc1cc(Cl)ccc1OCC(=O)N1CCCC1 | 8
88 | CCOc1ccc2nc(SC3CC(=O)N(c4ccc(OC)cc4)C3=O)nc(C)c2c1 (stereo unspecified) | 4
84 | COc1cccc(CNC(=O)c2oc3ccc4c(c3c2C)C(=O)CC(C)(C)O4)c1OC | -1

(listing goes on)
#	compound	RBX1-CUL1 inh
89	COC(=O)C1CCN(CC(O)COc2cccc(CN3CCCC3)c2)CC1 (stereo unspecified)	2
90	O=C(Nc1ccccc1)Nc1ccccc1-c1ccccc1NC(=O)Nc1ccccc1	-1
91	CCCC(Oc1ccc(Br)cc1)C(=O)N/N=C/c1ccccc1[N+](=O)[O-] (stereo unspecified)	-4
92	COc1cc(NS(=O)(=O)c2ccc3c(c2)CC(=O)N3)cc(OC)c1OC	4
93	O=C(CN1C(=O)S/C(=C\c2cc3c(cc2Br)OCO3)C1=O)c1ccc(Cl)cc1	3
94	O=c1c2cc3c(cc2n(Cc2cccc(Cl)c2)c(=O)n1Cc1nc(-c2ccccc2)no1)OCO3	-7
95	O=C(O)c1ccc(Nc2ncc([N+](=O)[O-])cc2[N+](=O)[O-])cc1	9
96	Cn1cc(S(=O)(=O)N2CCOCC2)cc1C(=O)Nc1ccc(Cl)c(C(F)(F)F)c1	-3
97	CCN(CC)CCN1CCn2c3c(c4cc(C)ccc42)CCCC31 (stereo unspecified)	5
98	O=c1cnnc(N/N=C/c2ccccc2O)[nH]1	4
99	Cn1ncc(N2CCC(CNC(=O)Nc3nnc(C(C)(C)C)s3)C2)cc1=O (stereo unspecified)	5
100	O=C1CCCN1CC1CCN(C(=O)c2ccc(NC3CCC3)nc2)CC1	0
101	CC(C)COC(=O)c1cccc2c1-c1ccccc1C2=O	3
102	CCN(CC)CCCNC(=O)c1sc2nc3n(c(=O)c2c1C)CCCCC3	1
103	CCN1C(=O)C(O)(c2c(C)[nH]c3ccccc23)c2ccccc21 (stereo unspecified)	1
104	Cc1cn2c(=O)cc(COc3cccc(NC(=O)c4cccc(F)c4)c3)nc2s1	-8
105	CCOc1ccc(N(CC)S(=O)(=O)N2CCCC(C(=O)Nc3ccc(OC)c(OC)c3)C2)cc1 (stereo unspecified)	3
106	NC(=Nc1cccc2ccccc12)N=C1N=C(CSc2ccc(Cl)cc2)CC(=O)N1	5
107	O=C(O)c1ccc2c(c1)Sc1ccccc1CC2=O	16
108	CCCNC(=O)C1CCCN1S(=O)(=O)c1ccc(C)cc1 (stereo unspecified)	8
109	COc1cccc(S(=O)(=O)Nc2ccc(C(=O)Nc3ccc(Br)cc3F)cc2)c1	5
110	CN1C(=O)c2cccc3c(S(=O)(=O)NCCC(=O)O)ccc1c23	-7
111	Cc1cc2oc(C(=O)N(Cc3ccccc3F)C3CCS(=O)(=O)C3)c(C)c2cc1Cl (stereo unspecified)	-5
112	O=C(CCc1ccccc1)NNC(=O)COc1ccc(Cl)cc1	0

7 of the compounds above, with values ahead of the structure:
| # | RBX1-CUL1 inh | SMILES |
| --- | --- | --- |
| 105 | 3 | CCOc1ccc(N(CC)S(=O)(=O)N2CCCC(C(=O)Nc3ccc(OC)c(OC)c3)C2)cc1 (stereo unspecified) |
| 106 | 5 | NC(=Nc1cccc2ccccc12)N=C1N=C(CSc2ccc(Cl)cc2)CC(=O)N1 |
| 107 | 16 | O=C(O)c1ccc2c(c1)Sc1ccccc1CC2=O |
| 108 | 8 | CCCNC(=O)C1CCCN1S(=O)(=O)c1ccc(C)cc1 (stereo unspecified) |
| 109 | 5 | COc1cccc(S(=O)(=O)Nc2ccc(C(=O)Nc3ccc(Br)cc3F)cc2)c1 |
| 110 | -7 | CN1C(=O)c2cccc3c(S(=O)(=O)NCCC(=O)O)ccc1c23 |
| 111 | -5 | Cc1cc2oc(C(=O)N(Cc3ccccc3F)C3CCS(=O)(=O)C3)c(C)c2cc1Cl (stereo unspecified) |

Next section.
#	compound	RBX1-CUL1 inh
113	Cc1ccc(-c2c(C(=O)N3CCN(c4cccc(C)c4)C(C)C3)oc(=O)c3ccccc23)cc1 (stereo unspecified)	3
114	CCCc1nn(C)c(C(=O)Oc2cc(C(=O)OC)ccc2C)c1Cl	0
115	CCN1CCN(C2(C(=O)NCc3ccncc3)Cc3ccccc3C2)CC1	11
116	Cc1cccc(C)c1NC(=O)C1(N(C(=O)CN2C(=O)c3ccccc3C2=O)c2ccccc2)CCCC1	3
117	O=[N+]([O-])c1ccc(CSc2cc3ccccc3[nH]2)c([N+](=O)[O-])c1	7
118	COc1ccc(C)cc1NC(=O)NC(C)c1c(-n2cccc2)sc(C)c1C (stereo unspecified)	5
119	Nc1c(C(=O)Nc2ccc(OC(F)(F)F)cc2)sc2nc(-c3cccs3)ccc12	-6

Not all compounds are listed; rates above refer to the full screens.
